A549 tox – A549 cytotoxicity, counter-screen for Nrf2 inhibitors; A549 ARE-Fluc cells, CellTiter-Fluor viability, 18-24 h; Potency, µM (series often up to 46 µM), for the others: at the top dose activity change, negative = cytotoxicity, usual class: inhibitors; 0.16% of 390,000 active; AID 504648; note: potency is the fitted concentration of half-maximal effect; % is set by controls: 0 for no effect and ±100 for the full control effect
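Cytotoxicity counterscreen: CellTiter-Fluor fluorescence was measured in A549 ARE_Fluc cells after 18-24 h of compound exposure in a concentration series. The subsequent BugLite luminescent read reports ARE-luciferase activity.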
Nrf2 inh – inhibitors of Nrf2 signaling | A549 ARE-Fluc reporter, luciferase luminescence, 18-24 h | Potency, µM (top dose mostly 46 µM), without a hit: top-dose activity change, negative = inhibition, actives largely listed as inhibitors | 2.1% of 360,000 active | AID 504444; note: potency is the fitted concentration of half-maximal effect; % is set by controls: 0 for no effect and ±100 for the full control effect; nearly all actives have a fitted effect of over 60% in size
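Two sequential reads on A549 ARE_Fluc cells exposed to compound for 18-24 h: a CellTiter-Fluor fluorescence read for viability, then a luciferase luminescence read for Nrf2/ARE activity.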
CCT modulator – changes cytosolic chaperonin activity; purified chaperonin ATPase assay, HTRF ADP detection, 30 min; activity change, % (concentration not given with the values), hits read low; 0.3% of 360,000 active; in the data active = activity change below about -30%; note: % is set by controls: 0 for no effect and ±100 for the full control effect
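First, chaperonin was dispensed at 40 nM or 20 nM final depending on batch activity. Next, compounds were pinned at 76 uM and ATP added at 10 uM. After 30 min at 37 °C, ADP detection reagents ran 30 min at ambient temperature.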
TGFb inhibitor – blocks TGF-b signaling. HepG2 CAGA-GFP TGF-b/SMAD3 reporter, GFP fluorescence, 18 h; TGF-beta stimulated, 500 pg/mL final. Potency, µM (top dose mostly 46.1 µM), for inactives: at the highest dose activity, negative = inhibition, hits mostly inhibitors. 1.2% of 410,000 active. AID 588855; note: potency is the fitted concentration of half-maximal effect; % is set by controls: 0 for no effect and ±100 for the full control effect; nearly all actives have a fitted effect of over 65% in size
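HEPG2 CAGA-GFP cells (1000/well, DMEM with 1% FBS) were pre-incubated 2 h at 37 degrees C, given compound by pin tool, then stimulated with TGF-beta at 500 pg/mL final for 18 h before per-cell GFP fluorescence imaging.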
HepG2 viability – kills HepG2 cells in TGF-b inhibitor counter-screen. Potency, µM (doses to about 46.1 µM), for inactives: at the highest dose activity change, negative = cytotoxicity, most hits filed as cytotoxic. 0.76% of 410,000 active. HepG2 CAGA-GFP viability, ATP luminescence, 18 h; note: potency is the fitted concentration of half-maximal effect; some results filed as inactive show a strong effect at the top dose
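CellTiter-Glo luminescence gave cytotoxicity after 18 hours at 37 degrees C. The cells were HepG2 CAGA-GFP in 1% FBS DMEM, stimulated with 500 pg/mL TGF-beta after compound addition. %Activity was normalised to no-cell wells (complete cell-killing) and DMSO (no toxicity), and curves were fitted and classified.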
MmCpn inh – M. maripaludis TRiC chaperonin inhibition; AID 504842; purified Mm-Cpn ATPase, ADP Transcreener TR-FRET; 0.031% of 330,000 active; Potency, µM (series often up to 76.9 µM), for the others: at the highest dose activity, negative = inhibition, actives largely listed as inhibitors; note: potency is the fitted concentration of half-maximal effect; % is set by controls: 0 for no effect and ±100 for the full control effect; nearly all actives have a fitted effect of over 80% in size
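Quantitative HTS used 25 nM Mm-CPN and 10 uM ATP in magnesium/KCl Tris buffer, pH 7.4, with 1 mM DTT. Hydrolysis ran 30 min at 37°C; ADP was read by HTRF.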
Akt phos inh – inhibitors of Akt phosphorylation | Neuro2A IGF-stimulated pAkt S473 HTRF, 20 min; active compounds read low | activity change, % for hits at 50 µM | 0.32% of 360,000 active | AID 651550; in the data active = activity change below about -80%; inconclusive = mostly about -51% to -80%; note: % is set by controls: 0 for no effect and ±100 for the full control effect
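Neuro2A cells (4,500/well, DMEM with 0.5% FBS) were treated with compound at a single 50 µM final concentration, stimulated with 6 nM IGF for 20 min at 37 °C, and lysed. Phospho-Akt Ser473 was read by HTRF as 665/615 ratio ×10^4.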
Nrf2 activator – Nrf2 pathway activation | AREc32 ARE-luciferase reporter (MCF7-derived line), luminescence, 24 h | Potency, µM (titrated, usually from 46.1 µM), for the others: at the top dose activation, actives largely listed as activators | 0.31% of 410,000 active; note: potency is the fitted concentration of half-maximal effect; % of control where 0% means no effect; nearly all actives have a fitted effect of over 65% in size
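Luciferase luminescence (Steady-Glo, 30 min at room temperature) served as the read-out of ARE activation in AREc32 cells treated with compounds for 24 hr at 37 deg C.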
S2 tox – reduces viability in counter-screen for ATXN expression inhibitors; AID 651635; Potency, µM (top dose mostly 56.7 µM), hits mostly cytotoxic; 0.49% of 400,000 active; S2 cells (HEK-293 line with an ATXN2-luciferase reporter) viability, CellTiter-Fluor protease fluorescence, 24 h; note: potency is the fitted concentration of half-maximal effect; nearly all actives have a fitted effect of over 40% in size
Starred values were filed as active, the others as inactive; i = inactive; ? = inconclusive; · = not tested or not shown; & = joins results of further samples; [ ] = remark or other dose. Unless noted, calls come from the whole dose curve; as a rule, active = well fitted curve in the direction sought with a large enough effect; inconclusive = small, poorly fitted or top-dose-only effect, or another doubt; inactive = no such curve, though single readings can be large; an effect the other way counts as inactive or inconclusive. Outcome played no part in choosing rows; 4.4% or so of the library scored in one or more.

SMILES	A549 tox	Nrf2 inh	CCT modulator	TGFb inhibitor	HepG2 viability	MmCpn inh	Akt phos inh	Nrf2 activator	S2 tox
Cc1nc2cc(NC(=O)COc3ccc(C#N)cc3)ccc2n1-c1ccccc1	-4%	?	-3.3	-10%	-15%	1%	i	0.3%	?
O=C1OC(CC(=O)N(Cc2nnc(-c3ccccc3Cl)o2)C2CC2)c2ccccc21 (centres undefined)	-3%	-17%	0.7	11%	-5%	1%	i	-0.3%	i
C#CCn1c(=NC(=O)c2sc3ccccc3c2Cl)sc2cc(S(N)(=O)=O)ccc21	-4%	-9%	2.0	?	-3%	-14%	i	-0.4%	?
Cc1ccc(-c2nn3c(C)nnc3s2)cc1NCc1c(F)cccc1Cl	13%	0%	-4.2	31%[activator]	-10%	2%	i	-0.5%	?
CCC(C)(C)n1nnnc1C(c1ccc(OC)cc1)N1CCN(C(=O)c2ccco2)CC1 (centres undefined)	-1%	-10%	-3.4	-1%	-1%	1%	i	0.1%	i
CC(C)CC1C2C(=O)N(c3ccccc3)C(=O)C2ON1c1ccccc1 (centres undefined)	1%	4%	2.4	1%	2%	-1%	i	-0.5%	i
Cc1cccc(N(C(=O)CNC(=O)c2ccco2)C(C(=O)NCC2CCCO2)c2ccccc2)c1 (centres undefined)	-3%	-10%	-1.4	-12%	-10%	-1%	i	-0.5%	i
COc1ccc(/C=N/NC(=O)COc2ccc(Cl)cc2Cl)cc1Cn1nc(C)cc1C	16%	9%	-0.8	-25%	-39%	2%	i	1.0%	i
Cc1ccc2cc(CCNC(=O)c3cccs3)c(=O)[nH]c2c1	1%	?	-2.7	3%	-22%	2%	i	3.0%	i
O=C(NCCc1ccccc1)C1CCC(=O)N1CCc1ccccc1 (centres undefined)	4%	26%	0.0	2%	-3%	1%	i	-0.2%	i
O=C(CCn1c(=O)oc2ccccc21)Nc1nccs1	-1%	7%	-0.7	8%	0%	0%	i	2.0%	i
Cc1ccc(Nc2nnc(SCc3ccccc3)s2)cc1	0%	?	-4.1	-5%	-21%	1%	i	6.2%	i
O=C(COC(=O)c1ccc([N+](=O)[O-])cc1)Nc1ccc(Cl)cn1	-6%	?	-4.9	0%	9%	1%	i	0.4%	i
Cc1ccc(C(=O)Oc2cccc(NC(=O)c3cccs3)c2)cc1S(=O)(=O)N1CCOCC1	1%	·	1.4	0%	4%	-7%	i	13%	i
COC(=O)Cc1c(C)c2ccc(OC3CCCCC3=O)c(C)c2oc1=O (centres undefined)	-10%	-21%	-3.2	?	-42%	-3%	i	2.1%	i

Part of the list above, field by field:
Cc1ccc2cc(CCNC(=O)c3cccs3)c(=O)[nH]c2c1
- A549 tox = 1%
- Nrf2 inh = ?
- CCT modulator = -2.7
- TGFb inhibitor = 3%
- HepG2 viability = -22%
- MmCpn inh = 2%
- Akt phos inh = i
- Nrf2 activator = 3.0%
- S2 tox = i

COc1ccc(/C=N/NC(=O)COc2ccc(Cl)cc2Cl)cc1Cn1nc(C)cc1C
- A549 tox = 16%
- Nrf2 inh = 9%
- CCT modulator = -0.8
- TGFb inhibitor = -25%
- HepG2 viability = -39%
- MmCpn inh = 2%
- Akt phos inh = i
- Nrf2 activator = 1.0%
- S2 tox = i

O=C(COC(=O)c1ccc([N+](=O)[O-])cc1)Nc1ccc(Cl)cn1
- A549 tox = -6%
- Nrf2 inh = ?
- CCT modulator = -4.9
- TGFb inhibitor = 0%
- HepG2 viability = 9%
- MmCpn inh = 1%
- Akt phos inh = i
- Nrf2 activator = 0.4%
- S2 tox = i

COC(=O)Cc1c(C)c2ccc(OC3CCCCC3=O)c(C)c2oc1=O (centres undefined)
- A549 tox = -10%
- Nrf2 inh = -21%
- CCT modulator = -3.2
- TGFb inhibitor = ?
- HepG2 viability = -42%
- MmCpn inh = -3%
- Akt phos inh = i
- Nrf2 activator = 2.1%
- S2 tox = i

More compounds follow:
SMILES	A549 tox	Nrf2 inh	CCT modulator	TGFb inhibitor	HepG2 viability	MmCpn inh	Akt phos inh	Nrf2 activator	S2 tox
CCN1CCN(C(=O)/C=C/c2ccc(OC)c(OC)c2)CC1	3%	-4%	0.0	9%	-1%	0%	i	-0.3%	i
Cc1noc2ncnc(N3CCN(c4cccc(Cl)c4)CC3)c12	-1%	?	0.8	?	0%	0%	i	0.0%	i
CCOC(=O)N1CCN(c2nc3ccccc3n3cnnc23)CC1	6%	-15%	-1.6	-2%	-11%	0%	i	-0.1%	i
CCCCOc1ccc(NC2=NC3(CCCC3)N=C(N)N2)cc1	25%	16%	0.5	15%	-28%	2%	i	-0.7%	i
O=C(O)[C@H](Cc1ccccc1)NC(=O)N1CCN(c2ccc(F)cc2)CC1	-1%	1%	-2.3	22%	0%	-2%	i	-0.7%	i
COc1cccc(-c2nc(SCC(=O)NCc3ccccc3)c3c(=O)n(C)c(=O)n(C)c3n2)c1	9%	·	·	-3%	-5%	·	·	-0.2%	i
Cc1ccc(C(=O)Nc2ccccc2C(=O)NCc2ccco2)cc1S(=O)(=O)N1CCCCC1	-11%	?	-4.4	-7%	7%	-19%	i	2.7%	?
CN(C(=O)COC(=O)C1CCN(S(=O)(=O)c2ccc3c(c2)OCCO3)CC1)c1ccccc1	-1%	-22%	-0.4	?	-10%	0%	i	-0.7%	i
O=C(c1ccncc1)N1N=C(c2ccc(Cl)cc2)CC1c1ccccc1O (centres undefined)	1%	8%	-3.4	-8%	1%	-1%	i	?	i
COc1cc(/C=C/C(=O)c2ccc(F)cc2)cc(OC)c1OC	4%	4%	1.5	0%	-54%	-3%	i	-2.5%	i
CCOC(=O)/C(=N\Nc1ccccc1)P(=O)(c1ccccc1)c1ccccc1	1%	-7%	-7.9	?	-11%	1%	i	2.3%	i
O=C(CSc1n[nH]c(-c2ccco2)n1)Nc1ccc(Br)cc1	2%	-3%	-2.1	1%	-19%	-1%	i	2.3%	i
Cn1c(CSc2nc3ccc(Br)cc3[nH]2)nc2ccccc21	?	21µM*	-7.1	-13%	1%	3%	i	2.7%	i
Cc1ccc(S(=O)(=O)N(C)C[C@H]2OCc3cnnn3CCCC(=O)N([C@H](C)CO)C[C@H]2C)cc1	·	·	-4.3	-2%	-11%	·	i	0.2%	i
COc1ccc(C)cc1NC(=O)CN(C)S(=O)(=O)c1ccc2[nH]c(=O)oc2c1	-4%	?	·	21%	0%	·	·	-0.3%	i
CCn1c(=O)n(CC)c2cc(N3CCCC3)c(NC(=O)c3ccc(C)c([N+](=O)[O-])c3)cc21	-3%	?	-0.4	4%	-6%	-6%	i	-0.6%	i
O=[N+]([O-])c1cccc2ccc(/C=C/c3cccc(Br)c3)nc12	-14%	8%	-1.6	-11%	-23%	-3%	i	?	i
CCCCc1nc(SCC(=O)Nc2ccc(S(N)(=O)=O)cc2)n[nH]1	16%&0%	·	-2.4	-2%&-17%	2%&0%	1%	i	-0.5%&-0.6%	i
COc1ccc(CN(C)C(=O)Cc2ccc(OC)c(S(=O)(=O)N3CCOCC3)c2)cc1OC	-2%	19%	-0.1	3%	0%	0%	i	-0.8%	i
C/C(=N/N1CCN(c2ccccn2)CC1)c1cccc([N+](=O)[O-])c1	2%	-6%	-0.5	-27%	-11%	4%	i	0.8%	i
Cn1c(CC(=O)Nc2ccc(F)cc2)nnc1SCC(=O)NC1CCCCC1	2%	0%	-5.4	21%	2%	-1%	i	-0.6%	i
O=C1OC(C(=O)Nc2ccc(Cl)c(C(F)(F)F)c2)Cc2ccccc21 (centres undefined)	-13%	-5%	·	-3%	-37%	·	·	3.7%	·
COc1cc(SC)ccc1C(=O)NC1CCCc2ccccc21 (centres undefined)	9%	-4%	-1.4	?	-32%	-11%	i	-0.2%	i
CC(=O)Nc1ccc(S(=O)(=O)N2CCCC(C(=O)N3CCN(c4ccccc4)CC3)C2)cc1 (centres undefined)	0%	?	-0.1	?	7%	-2%	i	-0.3%	i
COc1cccc(C(C)(O)c2nc(-c3ccoc3)cs2)c1 (centres undefined)	·	·	-3.2	-10%	-32%	·	i	?	i
Oc1ccc(-c2nc3ccc(Cl)cn3c2Nc2ccc3c(c2)OCO3)cc1	2%	5%	·	3%	-12%	·	·	-0.5%	i
CC(C)N1C(=O)C2C(C(=O)NCc3ccccc3)C3C=CC2(O3)C1C(=O)NC(C)(C)C (centres undefined)	-4%	2%	-2.6	1%	8%	0%	i	0.2%	i
CCOC(=O)c1c(SC)[nH]c2c(Cl)cccc2c1=O	0%	-2%	-3.8	12%	-34%	0%	i	-0.7%	i
Fc1ccccc1NC(=S)Nc1cccc2cnccc12	3%	?	2.3	0%	-10%	0%	i	14%	i
CN(C)c1nc2n(c(=O)n1)CCO2	3%	-6%	-1.2	7%	7%	2%	i	-0.7%	i
O=C(N/N=C/c1cccn1-c1ccc([N+](=O)[O-])cc1)C(O)c1ccccc1 (centres undefined)	?	-8%	-2.1	-22%	4%	2%	i	0.5%	i
Cc1cn(CC(=O)N(C)Cc2ccco2)c(=O)[nH]c1=O	1%	11%	-1.9	1%	-21%	·	i	-0.4%	i
CC(=NCc1ccccc1)c1ccccc1O	·	·	1.9	9%	1%	·	i	-1.7%	i
CCc1ccc(C(=O)C(C)OC(=O)c2nc3nc(C)cc(C)n3n2)cc1 (centres undefined)	-1%	0%	-3.1	11%	-4%	-1%	i	-0.3%	i
FC(F)(F)c1ccccc1NC(=S)N/N=C1\CC2CC=CC12 (centres undefined)	4%	9%	-0.9	0%	-20%	1%	i	-0.2%	i

Source: PubChem BioAssay
